Screens (PubChem)
HSP90 refold inh: blocks HSP90-mediated luciferase refolding in reticulocyte lysate | AID 1789 | 290,000 compounds, 0.91% hits | inhibition, % at 5.6 µM | Rabbit reticulocyte lysate, luciferase refolding luminescence, 3 h;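 active means inhibition above the screen-wide mean plus 3 SD, computed separately per campaign, cut at about 16% in these data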;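 further: 0% = DMSO wells and 100% = 60 µM geldanamycin wells; inhibitors lower the luminescence because luciferase stays unfolded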
HSF1 inh: HSF1 inhibition | NIH3T3-HGL HSE-luciferase, MG132-induced, luminescence 8 h; active compounds read low | activity change, negative = inhibition, % at 7.5 µM (by protocol) | 300,000 compounds, 0.77% hits | AID 2098;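 active means more than half of replicate wells show activity change below -50%, luminescence cut by over half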;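 further: luciferase reports HSF-1 transcriptional activity via heat shock element; 0% = median of DMSO wells and -100% = zero luminescence signal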
GSK3beta inhib: human GSK3beta kinase inhibition; P49841; GST-GSK3beta kinase, ADP-Glo luminescence, 60 min; active compounds read low; activity score (negative = inhibition), % at 10 µM; 300,000 compounds, 0.038% hits; AID 2097;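 active means more than half of replicate wells score below -50%, meaning over 50% inhibition versus plate controls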;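 further: 0% = median DMSO wells and -100% = median GW8510 positive control wells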
Target sequence (P49841 whole entry, looked up): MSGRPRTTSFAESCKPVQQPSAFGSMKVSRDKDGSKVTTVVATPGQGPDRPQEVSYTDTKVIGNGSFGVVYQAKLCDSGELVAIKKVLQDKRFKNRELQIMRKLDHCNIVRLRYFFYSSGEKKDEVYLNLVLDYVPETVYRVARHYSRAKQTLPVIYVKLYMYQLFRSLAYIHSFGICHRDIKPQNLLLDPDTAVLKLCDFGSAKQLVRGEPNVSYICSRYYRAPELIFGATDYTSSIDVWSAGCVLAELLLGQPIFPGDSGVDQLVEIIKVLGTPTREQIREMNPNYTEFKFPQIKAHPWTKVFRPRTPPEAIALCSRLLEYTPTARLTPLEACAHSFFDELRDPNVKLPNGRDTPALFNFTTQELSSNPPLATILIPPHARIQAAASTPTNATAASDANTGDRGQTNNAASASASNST
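Test system: GST-fused GSK3beta enzyme, cell-free | Quantity: 1.6 ng GST-GSK3beta enzyme per well | Reagent: 25 µM ATP with peptide substrate | Schedule: 60 min enzyme reaction, room temperature | Signal: Luminescent ADP-Glo measurement of ADP formed | Read-out basis: Score relative to plate controls | Control set: DMSO and 20 µM GW8510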
aSyn UTR inh: 5' untranslated region of α-synuclein, MLPCN primary screen; alpha-synuclein 5'UTR reporter, inhibitor activity; inhibition, % (tested at 7.5 µM); 300,000 compounds, 0.82% hits; AID 1813; in the data active means inhibition above about 60%;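 further: H4 neuroglioblastoma cells stably carrying SNCA 5'UTR luciferase fusion; 0% = DMSO wells and 100% = positive control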
KLF5 inh: inhibitors of KLF5 expression. DLD-1 KLF5 promoter-luciferase reporter, luminescence. inhibition, % at 5 µM. 290,000 compounds, 0.23% hits;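 active means inhibition above a per-plate limit of that plate's mean compound inhibition plus 3 SD, cut at about 60% in these data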;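 further: 0% = DMSO wells and 100% = LY294002 at 200 µM; higher means less KLF5 promoter-driven luciferase light; inactives centre near -14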
AI-2 QS mod: modulates the Vibrio harveyi AI-2 quorum sensing system | activity change, % at 7.5 µM | 300,000 compounds, 0.4% hits | AID 2094 | Vibrio harveyi JMH597 AI-2 luminescence/OD600 ratio, 9 h; active compounds read low; strain lacks LuxN and CqsS sensors; 0 = neutral-control median; in the data active means activity change below about -75%, passing the limit was not always enough;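 further: luminescence divided by OD600 gain over 9 h not by final OD600 alone; inactives centre near 13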
HIF activator: HIF pathway transcriptional activation. U2OS HRE-luciferase reporter, luminescence; normalized: DMSO 0%, desferrioxamine 100%. activation, % at 7.5 µM (by protocol). 300,000 compounds, 0.32% hits. AID 1910;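 active means mean activation of at least 10% of the iron chelator positive control signal, with at least half of replicates also reaching 10%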
HSF1 activator: increases HSF-1 driven luciferase reporter signal; NIH3T3-HGL HSF-1 luciferase reporter, MG132, 8 h; 100% = twice DMSO control signal; activation, % at 9 µM; 300,000 compounds, 1.7% hits;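 active means mean replicate activation of at least 50% with a set share of replicates each reaching 50%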;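 further: 0% = median of the neutral control wells and 100% = twice that signal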
IEC-6 cytotox: counter-screen for KLF5 inhibitors: cytotoxicity in IEC-6 cells | IEC-6 cytotoxicity, luminescence viability | inhibition, % at 5 µM | 290,000 compounds, 0.78% hits | AID 1825; in the data active means inhibition above about 22%;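 further: 0% = plate median of test compound wells and 100% = cytotoxic reference compound wells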
GSK3 alpha inh: blocks human GSK-3 alpha kinase. ADP-Glo luminescence, 60 min. inhibition, % at 10 µM. 320,000 compounds, 0.1% hits;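 in the data active means inhibition above about 50%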;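 further: GST-tagged GSK-3 alpha with peptide substrate and 25 µM ATP; 0% = DMSO neutral wells and 100% = GW8510 positive control wells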
Target sequence (P49840 whole entry, looked up): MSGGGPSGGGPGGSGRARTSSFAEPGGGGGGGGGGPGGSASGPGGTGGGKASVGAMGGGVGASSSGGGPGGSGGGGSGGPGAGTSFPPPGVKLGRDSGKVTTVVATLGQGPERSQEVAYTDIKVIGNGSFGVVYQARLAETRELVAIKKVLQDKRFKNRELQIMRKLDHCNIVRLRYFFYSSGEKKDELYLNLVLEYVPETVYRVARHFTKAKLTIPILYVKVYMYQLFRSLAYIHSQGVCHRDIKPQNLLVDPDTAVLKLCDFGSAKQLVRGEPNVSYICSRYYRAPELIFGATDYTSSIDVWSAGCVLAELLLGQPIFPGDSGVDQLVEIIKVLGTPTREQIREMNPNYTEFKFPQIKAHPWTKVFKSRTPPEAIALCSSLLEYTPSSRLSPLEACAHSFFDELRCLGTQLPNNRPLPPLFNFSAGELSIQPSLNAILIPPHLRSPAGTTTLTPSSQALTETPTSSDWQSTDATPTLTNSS
* marks the source's active call; other numbers are inactive results; / = no result given.

SMILES | HSP90 refold inh | HSF1 inh | GSK3beta inhib | aSyn UTR inh | KLF5 inh | AI-2 QS mod | HIF activator | HSF1 activator | IEC-6 cytotox | GSK3 alpha inh
CN(C)Cc1nc2ccccc2c(=O)n1CC#N | -5.2 | -0.8 | -1.2 | 14.7 | -34.8 | 12.8 | 0.0 | -13.4 | -7.0 | -0.9
CCOC(=O)/C(C#N)=C/N=c1ccc(C)cn1C | 1.4 | -6.2 | 2.6 | -88.0 | -48.6 | 14.6 | 2.0 | 12.5 | 0.4 | -1.3
CCOC(=O)c1c(C)n(-c2ccc(C)cc2)c2ccc(OCC(O)CNCCCO)cc12 (stereo unspecified) | 0.5 | / | -6.9 | / | -20.6 | -15.8 | / | / | -3.3 | 7.4
Cc1cccc(C(=O)Nc2cccc(C(=O)N/N=C/c3ccncc3)c2)c1 | 0.0 | 6.8 | -0.3 | -17.6 | -18.3 | 14.9 | 0.4 | 5.0 | -3.7 | 6.3
O=C1NC2(CCCCC2)N=C1c1ccc(Br)cc1 | 3.8 | -0.4 | 0.5 | 6.8 | -30.1 | 20.9 | 1.6 | 14.3 | -3.7 | /
COCCn1c(N)c(C(=S)NC(=O)c2cccs2)c(=O)[nH]c1=O | 7.0 | -17.0 | 2.0 | 2.3 | 15.3 | -4.0 | -0.2 | -30.7 | 10.4 | 2.1
CC(=O)NC(Cc1ccccc1)C(=O)NC1CCN(C(=O)c2ccc([N+](=O)[O-])cc2)CC1 (stereo unspecified) | -3.9 | -2.9 | -3.9 | -12.6 | 1.2 | 9.6 | 0.5 | -8.9 | -2.9 | 1.6
Cc1c(-c2ccccc2)[n+](=O)c2c(n1[O-])CCC2 | 3.2 | -86.9* | -1.2 | 20.5 | -33.6 | 15.2 | -3.8 | -88.9 | -0.5 | 2.1
CCOC(=O)c1c(NC(=S)NCCc2ccccc2)sc2c1CC(C(C)C)OC2 (stereo unspecified) | -0.6 | 4.3 | 5.4 | -23.5 | 2.3 | 22.0 | -0.2 | 16.6 | 1.2 | 1.8
COc1ccc(CCNC(=O)CSc2nnnn2-c2ccccc2OC)cc1OC | 0.8 | -4.9 | 1.7 | 16.6 | 16.2 | 11.6 | 0.3 | -4.4 | -1.8 | 1.0
Fc1ccccc1/C=C1\CCCC2=C1Nc1ncnn1C2c1ccccc1F (stereo unspecified) | 5.2 | / | / | / | 3.0 | / | / | / | -0.8 | -0.5
COc1ccc(OC)c(NC(=O)c2ccc(NC3=NC4CS(=O)(=O)CC4S3)cc2)c1 (stereo unspecified) | -0.4 | -2.5 | 2.8 | -11.8 | -26.3 | 23.5 | 0.2 | -3.1 | 1.2 | 0.6
COc1cc2c(cc1Cl)C(=O)C(F)(c1ccccc1)C(=O)N2 (stereo unspecified) | 2.4 | 3.4 | 2.0 | -26.8 | -6.1 | 4.6 | -0.3 | 11.0 | 9.4 | -1.8
CCOC(=O)COc1cccc2c(=O)n(CC(N)=O)ccc12 | 2.5 | -1.5 | -1.1 | 12.6 | -28.0 | -15.8 | -5.6 | -23.6 | -0.1 | -3.5
Cc1ccccc1C(=O)O/N=C(\N)c1cccc([N+](=O)[O-])c1 | -2.9 | 13.9 | -2.0 | -274.9 | -8.9 | 5.4 | 2.9 | 25.7 | 6.4 | 0.0
CN(c1ccc(S(=O)(=O)N2CCOCC2)cn1)C1CCCCC1 | -1.6 | 4.1 | 1.9 | -20.1 | -11.1 | 25.7 | 0.1 | -0.4 | -3.9 | -1.0
Cc1cc2nc(CO)[nH]c2cc1C | -0.5 | -4.8 | 1.4 | -19.2 | -27.1 | 15.8 | -1.2 | 12.6 | -0.8 | -2.2
COc1cc(Cl)ccc1OCc1cc(C(=O)N(C)CCc2cnn(C)c2)no1 | 2.1 | -2.8 | -4.2 | -91.1 | -117.2 | 3.8 | 3.0 | 24.6 | 1.8 | 0.2
CC(=O)N1CCN(C(=S)NC(=O)c2c(-c3ccccc3Cl)noc2C)CC1 | -1.1 | -9.7 | -3.6 | 22.2 | -18.9 | 22.6 | -1.1 | 4.1 | 0.4 | -5.0
CNC1=C([N+](=O)[O-])CC([N+](=O)[O-])=C(N2CCNCC2)N1C | -1.5 | 3.1 | 4.4 | 1.8 | -26.3 | 28.3 | -0.4 | -2.3 | -1.7 | -1.5
CN(C)c1nc(NCc2ccccc2)nc(SCC(=O)Nc2ccc(Cl)c(Cl)c2)n1 | 0.9 | 17.0 | -1.4 | 6.9 | 4.3 | 13.8 | -0.7 | 32.6 | 5.3 | -3.2
CCOCCn1c(CN2CCCCC2C)nc2c1c(=O)n(C)c(=O)n2C (stereo unspecified) | -0.8 | -6.5 | 2.8 | -4.0 | -18.5 | 14.2 | 0.1 | -15.0 | 1.6 | 2.4
Cc1ccsc1C(=O)OCC(=O)NCc1ccc2c(c1)OCO2 | 1.8 | 1.9 | 0.3 | -37.8 | 0.8 | 6.9 | 0.1 | 40.6 | 0.1 | -4.5
CC(=O)/C(=C/c1ccc(N(C)C)cc1)C(=O)c1ccccc1 | -3.2 | 42.4 | 0.3 | -24.6 | 20.8 | 16.6 | 1.5 | 81.4* | -4.7 | -3.3
O=C(CSc1nnnn1-c1ccccc1)Nc1ncc(Cc2cc(Cl)ccc2Cl)s1 | 2.5 | -2.0 | 2.4 | -2.7 | -23.4 | -3.9 | 1.5 | 37.5 | -2.7 | -11.2
C=CCNC(=S)NNC(=O)COc1ccc2cc(Br)ccc2c1 | -1.6 | -7.5 | -2.0 | -156.9 | -67.5 | 11.4 | 5.0 | -1.9 | -8.4 | -0.6
O=C1C2CCCN2C(c2cccs2)N1c1ccc(Cl)cc1 (stereo unspecified) | 2.0 | -1.4 | -0.5 | 46.5 | -3.2 | 19.8 | -0.3 | 24.9 | -0.2 | -0.1
CN1C(=O)C(O)(CC(=O)/C=C\c2ccc3c(c2)OCO3)c2ccccc21 (stereo unspecified) | -2.1 | 6.8 | 2.9 | -37.6 | -6.5 | 7.1 | -1.0 | 30.6 | -0.7 | -0.5
Cc1cc2[nH]c(=O)c(=O)[nH]c2cc1S(=O)(=O)N1CCN(c2ccccc2F)CC1 | -7.8 | 10.1 | -1.1 | 7.5 | -36.7 | 42.6 | 0.4 | 1.1 | -1.8 | -1.7
Cc1ccc(C(=O)NCCOC23CC4CC(CC(C4)C2)C3)cc1 | 0.8 | 1.0 | 0.2 | -21.2 | -26.8 | 41.1 | -0.1 | -13.3 | 0.1 | -1.5
CCOC(=O)Cn1c(=O)n(Cc2ccccc2)c(=O)c2cccnc21 | -0.2 | -8.7 | 1.9 | 22.6 | -46.5 | 11.9 | 0.0 | -20.6 | -5.7 | -1.5
O=C(CSc1nnc(-c2cccnc2)o1)Nc1ccccc1Br | 2.4 | -1.9 | 0.9 | -49.3 | 2.9 | 6.7 | -0.4 | -19.3 | 4.2 | 3.0
CC1(CCc2ccccc2)NC(=O)N(CC(=O)Nc2ccccc2)C1=O (stereo unspecified) | -1.3 | 5.2 | -1.4 | -35.3 | -34.9 | 13.8 | 0.6 | 13.3 | -2.6 | -2.2
Cc1ccc(C2CC(C(F)(F)F)n3nc(C(=O)NCCN4CCOCC4)cc3N2)cc1 (stereo unspecified) | 1.6 | -6.1 | -0.8 | 4.5 | -15.0 | 16.3 | -0.2 | 1.8 | 0.0 | 2.3
O=C(NCC1CCCO1)c1cc2c([nH]c3ccccc32)c(-c2cccc(Br)c2)n1 (stereo unspecified) | 1.3 | 23.7 | -4.0 | 14.4 | -1.8 | 21.3 | -0.1 | 33.7 | -0.2 | -1.4
CCOc1ccc(C2c3[nH]c4ccccc4c3CCN2Cc2cn(CC)nc2C)cc1 (stereo unspecified) | -2.4 | -5.4 | -1.1 | -101.3 | -46.4 | 10.3 | 0.4 | 3.9 | -3.5 | /
Brc1ccc(Nc2c3c(nc4ncnn24)CCC3)cc1 | -3.3 | -0.5 | -13.9 | 17.9 | -16.7 | 2.6 | -0.3 | -1.9 | 3.8 | 10.7
CCOc1ccc(NC(=O)C2CCCN(S(=O)(=O)c3ccc4c(c3)CC(C)N4C(C)=O)C2)cc1 (stereo unspecified) | -5.7 | -2.0 | -2.1 | 22.6 | -12.3 | 31.1 | 0.4 | -0.5 | -2.1 | -1.9
CCN(CC)c1nc(N(CC)CC)[nH]c(=O)n1 | -3.4 | -1.6 | 0.1 | 30.5 | 8.5 | 5.1 | 0.2 | 6.1 | -2.3 | -2.9
O=C(Nc1cc(C(F)(F)F)ccc1Cl)C(NCc1ccccc1)c1ccccc1 (stereo unspecified) | 1.4 | 6.6 | 1.5 | 4.7 | 2.1 | 36.7 | -0.6 | 23.5 | 6.4 | -0.6
Cc1cc(C)nc(N2CCC(C(=O)NNC(=O)c3ccccc3)CC2)n1 | 0.9 | -0.4 | -2.1 | 17.4 | -21.7 | 12.9 | 0.0 | 0.8 | 1.2 | -0.7
COc1cc(/C=C(\C#N)C(=O)Nc2ccccc2C(=O)O)cc(Cl)c1OC | -0.1 | 10.2 | 4.9 | 14.9 | -14.4 | 22.8 | 1.4 | 4.0 | -10.3 | -9.4
CCCCNc1nc2cccnc2s1 | -10.5 | -48.2 | -0.9 | -78.3 | -46.1 | 19.5 | 2.2 | -58.3 | -2.3 | -2.3
COc1cccc(NC(=S)NN=C2CCCCCC2)c1 | 4.1 | 14.9 | 0.9 | -146.5 | -4.6 | 10.2 | 1.6 | 27.8 | 6.7 | /
Cc1ccc(SCC2=NNC(=O)C2)cc1 | 8.5 | 3.9 | -2.0 | -15.3 | -11.8 | -2.5 | 0.3 | 36.3 | -4.0 | -1.4
COC(=O)c1ccc(CN(c2ccccc2OC)S(=O)(=O)c2cccs2)o1 | -1.6 | -6.4 | -2.1 | -10.6 | 8.1 | 36.2 | -0.2 | 5.8 | 3.2 | -1.9
CCOC(=O)C1(Cc2ccccc2)CCCN(S(=O)(=O)N(C)C)C1 (stereo unspecified) | -5.6 | -2.2 | 0.3 | -10.5 | -4.5 | 5.0 | 0.2 | 5.2 | -3.8 | -0.2
CCOc1ccc(-c2cc(C(=O)NCCCN3CCN(CC)CC3)c3ccccc3n2)cc1 | 0.0 | 4.5 | -1.6 | -51.0 | -27.0 | 22.8 | 0.8 | 11.0 | 3.8 | 3.3
CCCCc1nc(S(=O)(=O)c2ccc(Cl)cc2)c(N2CCOCC2)o1 | 2.6 | 5.9 | 3.5 | 17.7 | -32.1 | 9.7 | 1.5 | -6.4 | 1.3 | -1.0
